Source: PubChem (Southern Research Specialized Biocontainment Screening Center)
M. tuberculosis HTS: M. tuberculosis growth inhibition, HTS (AID 449762); M. tuberculosis H37Rv growth inhibition, 7H9 media; higher % means a stronger effect; 0.59% of 330,000 active; one-dose inhibition, % at 25 µM; IC50 in µM for titrated hits; in the data active = a potency from the dose series; inconclusive = inhibition above about 70% without an active follow-up result;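 note: bacterial growth assessed after seven days of incubation; strong numbers were not always called active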
VEEV TC-83 Vero: inhibitors of VEEV TC-83 cytopathic effect, confirmation, Vero cells (AID 588727). Vero cells, VEEV TC-83 cytopathic effect inhibition; higher % means a stronger effect. inhibition, % at 20 µM; hits with a dose series show IC50 in µM. 0.13% of 350,000 active; in the data active = a potency from the dose series; inconclusive = inhibition mostly from about 14% at the one dose, without a potency; inactive = the rest, 99 in 100 with inhibition below about 12%; note: strong numbers were not always called active
influenza NS1A: H1N1 influenza NS1A inhibitors, functional cell based assay (AID 504329). NS1A functional cell-based assay, percent inhibition; higher % means a stronger effect. one-dose inhibition, % at 12.5 µM; IC50 in µM for titrated hits. 0.3% of 340,000 active; in the data active = a potency from the dose series; inconclusive = inhibition above about 27% without an active follow-up result; note: strong numbers were not always called active
Salmonella PhoP GFP: PhoP regulon inhibitors, Salmonella typhi PhoP promoter GFP reporter, confirmatory (AID 1850); Salmonella Typhi PhoP-promoter GFP reporter, fluorescence, 4 h; higher % means a stronger effect; 0.33% of 310,000 active; inhibition, % at 50 µM, or IC50 in µM where a hit was titrated; in the data active = a potency from the dose series; inconclusive = inhibition mostly from about 25% at the one dose, without a potency; inactive = the rest, 99 in 100 with inhibition below about 19%;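 note: 0% = induced wells with vehicle and 100% = uninduced wells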
tuberculosis growth: growth inhibition of non-replicating M. tuberculosis (AID 488890). inhibition, % at 25 µM; hits with a dose series show IC50 in µM. 0.39% of 320,000 active. Mycobacterium tuberculosis non-replicating, growth inhibition; higher % means a stronger effect; in the data active = a potency from the dose series; inconclusive = inhibition mostly from about 82% at the one dose, without a potency; inactive = the rest, 99 in 100 with inhibition below about 76%;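 note: plate controls were DMSO cells for no effect and high antibiotic wells for full effect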
VEEV TC-83 Vero 10K pilot screen: second read-out of VEEV TC-83 Vero, no call of its own (marks repeat the call); inhibition, %; measured here: 10K pilot screen inhibition
The depositor's hits bear a star; i = inactive; ? = inconclusive; · = not tested or not shown; & = joins results of further samples. Random draw from the library; about 1.5% have a hit in one of these screens.

SMILES	M. tuberculosis HTS	VEEV TC-83 Vero	influenza NS1A	Salmonella PhoP GFP	tuberculosis growth	others
CN(C)S(=O)(=O)n1ccnc1	-1%	1.5%	4%	2%	-7%
CC(C)OCCCNc1ncnc2c1[nH]c1ccc(F)cc12	6%	7.1%	-9%	2%	66%
COc1ccc(C2N(c3ccccn3)C(=O)C3CCCN32)c(OC)c1 (centres undefined)	-5%	1.1%	0%	-2%	12%
CC(C)Cc1nc(S(=O)(=O)c2ccc(Cl)cc2)c(N2CCOCC2)o1	1%	4.0%	-13%	-3%	3%
COC(=O)C(Cc1cnc(Cl)s1)(C(=O)OC)c1ccc(C(F)(F)F)cc1[N+](=O)[O-]	-10%	0.2%	5%	5%	15%
CCOC(=O)Cn1nnnc1C(CC)N(Cc1cc2ccc(C)cc2[nH]c1=O)C1CCCC1 (centres undefined)	9%	3.1%	-15%	-4%&-2%	2%
CC1CCN(C(=O)COC(=O)c2ccccc2NC(=O)c2ccco2)CC1	5%	4.4%	5%	13%	24%
Cc1cccc(COCC(Cc2ccccc2)N2CCN(C(=O)c3cc(Cl)cc(Cl)c3)CCC2=O)c1 (centres undefined)	30%	5.7%	-11%	-2%	54%
Cc1cccc(NC(=S)N(C)C2CCCCC2)c1	-4%	4.1%	4%	8%	13%
COc1cc(C(=O)N[C@H](C(=O)OCC(=O)NC2CCCCCC2)C(C)C)cc(OC)c1OC	3%	3.3%	-13%	·	16%
CCOc1ccccc1NC(=O)CCN1CCN(S(=O)(=O)c2ccc(OC)cc2)CC1	-3%	0.2%	-1%	-4%	0%
CCc1ccccc1N1C(=O)CC(=O)NC1=O	-2%	0.5%	-11%	10%	-2%
O=C(NC(=S)Nc1ccc(Br)cn1)c1cccnc1	-1%	1.1%	-22%	17%	-4%
CCOc1ccc(C(CCc2ccccc2)NC(=O)c2ccccc2)cc1OCC (centres undefined)	-2%	7.4%	6%	-1%	-3%
Cc1nc(C)c(C(=O)Nc2ccccc2-c2ccccc2)o1	·	i	-5%	-6%	·	VEEV TC-83 Vero 10K pilot screen=0.0
CC1CC(C)CN(c2nc(NCc3ccco3)nc(N)c2[N+](=O)[O-])C1 (centres undefined)	1%	1.1%	-3%	-6%	7%
CCN(CC)C(=O)C1CCCN(C(=O)c2oc3ccc(C)cc3c2C)C1 (centres undefined)	-13%	6.2%	-3%	-6%	3%
CCN(CC)C(=O)c1cc2c(=O)c3cc(F)ccc3oc2nc1C	-3%	0.5%	1%	5%	-8%
COC(=O)c1sccc1NC(=O)c1ccc(C)s1	3%	4.1%	-1%	-9%	25%
CC(C)(C)c1cc2cccnc2n1Cc1cccc(Cl)c1	-5%	i	0%	14%	5%

Structures shown so far with a Cl atom, in the order listed:
SMILES	M. tuberculosis HTS	VEEV TC-83 Vero	influenza NS1A	Salmonella PhoP GFP	tuberculosis growth	others
CC(C)Cc1nc(S(=O)(=O)c2ccc(Cl)cc2)c(N2CCOCC2)o1	1%	4.0%	-13%	-3%	3%
COC(=O)C(Cc1cnc(Cl)s1)(C(=O)OC)c1ccc(C(F)(F)F)cc1[N+](=O)[O-]	-10%	0.2%	5%	5%	15%
Cc1cccc(COCC(Cc2ccccc2)N2CCN(C(=O)c3cc(Cl)cc(Cl)c3)CCC2=O)c1 (centres undefined)	30%	5.7%	-11%	-2%	54%
CC(C)(C)c1cc2cccnc2n1Cc1cccc(Cl)c1	-5%	i	0%	14%	5%

Later entries
SMILES	M. tuberculosis HTS	VEEV TC-83 Vero	influenza NS1A	Salmonella PhoP GFP	tuberculosis growth	others
CCn1cc(C(=O)NC(=S)Nc2ccccc2Br)cn1	-4%	3.8%	-13%	-5%	37%
COc1ccc2c(COC(=O)CC3Sc4ccccc4NC3=O)cc(=O)oc2c1 (centres undefined)	8%	1.0%	-3%	-4%	2%
COc1cccc(-n2c(Cc3cc(=O)[nH]c(=O)[nH]3)nnc2SCC(=O)NC2CCCCC2)c1	-7%	i	0%	-2%	-10%
COc1ccc(C2c3c(nc[nH]c3=O)Oc3nc[nH]c(=O)c32)cc1	-8%	3.5%	-18%	1%	-10%
Cc1ccc(NC(=O)c2ccc(CSc3nnc(-c4ccncc4)n3C)cc2)cc1	-1%	i	-7%	-6%	8%
CCCCC(=O)Nc1ccnc(-c2cccnc2)n1	1%	5.4%	0%	-3%	21%	VEEV TC-83 Vero 10K pilot screen=0.3
Cc1nc(C(=O)NCCC(C)C)sc1C1(C)CC(c2cccc([N+](=O)[O-])c2)=NO1 (centres undefined)	·	i	12%	·	·
O=C(CSc1nnc(-c2ccc(Br)o2)n1Cc1ccccc1)c1ccccc1F	-5%	4.2%	19%	17%	19%
Cc1cccc(NC(=O)CN(CC2CCCO2)C(=O)c2oc3ccccc3c2C)c1C (centres undefined)	43%	8.3%	0%	·	·
CCOc1ccccc1-c1cc(C(=O)N/N=C(\C)c2cccnc2)c2ccccc2n1	6%	9.2%	-7%	5%	19%
Clc1cccc(Cl)c1OCCCCN1CCCCC1	3%	i	-7%	-1%	29%
Oc1[nH]c2ccccc2c1C1=NCCCCC1	-2%	1.8%	-2%	4%	0%
COCCn1c(=O)[nH]c2cc(C(=O)NCc3cccnc3)ccc2c1=O	1%	i	6%	-10%	9%
Cc1ccc(C(C)C)c(OCC(=O)N2CCN(c3ncccn3)CC2)c1	14%	0.5%	-9%	·	36%
O=C(CSc1ccccc1)NCCCN1CCOCC1	0%	i	13%	-2%	18%
CN1CCN(Cc2nc3c(c(=O)[nH]c(=O)n3C)n2CCc2ccccc2)CC1	-1%	0.2%	-2%	·	·
CCCCNC(=O)CSc1nc2cc3c(cc2c(=O)n1Cc1ccco1)OCO3	-13%	7.4%	3%	2%	3%
Cn1ccsc1=NC(=O)c1ccc(S(C)(=O)=O)c([N+](=O)[O-])c1	4%	6.8%	-10%	-7%	59%
CC(=O)N1CCN(C(=O)c2ccc(-c3cccc(C(F)(F)F)c3)o2)CC1	-2%	8.6%	-2%	-2%	-3%
COc1ccc(-c2ccc3n2Cc2cnnn2-c2ccccc2-3)cc1	·	2.8%	-16%	·	·

The closing 4 records of the part above come first, to join the parts:
SMILES	M. tuberculosis HTS	VEEV TC-83 Vero	influenza NS1A	Salmonella PhoP GFP	tuberculosis growth	others
CCCCNC(=O)CSc1nc2cc3c(cc2c(=O)n1Cc1ccco1)OCO3	-13%	7.4%	3%	2%	3%
Cn1ccsc1=NC(=O)c1ccc(S(C)(=O)=O)c([N+](=O)[O-])c1	4%	6.8%	-10%	-7%	59%
CC(=O)N1CCN(C(=O)c2ccc(-c3cccc(C(F)(F)F)c3)o2)CC1	-2%	8.6%	-2%	-2%	-3%
COc1ccc(-c2ccc3n2Cc2cnnn2-c2ccccc2-3)cc1	·	2.8%	-16%	·	·
c1cc2c(cc1CN1CCOCC1)OCO2	3%	0.2%	-11%	-15%	2%
O=C(N/N=C/c1ccc(Br)cc1)c1cc[n+]([O-])cc1	-7%	i	6%	4%	31%
CCCCNC(=O)c1ccccc1SCc1c(C)noc1C	-19%	3.0%	7%	-3%	10%
Cc1ccc(NC(=O)CSC(N)=O)cc1Cl	1%	0.5%	-15%	10µM*	32%
CC(C)C1Nc2ccc(C(=O)N3CCN(c4ccccn4)CC3)cc2NC1=O (centres undefined)	-3%	4.5%	0%	-10%	25%
O=c1[nH]nc(SCc2cc(Cl)ccc2Cl)c(=O)[nH]1	-6%	1.0%	-13%	1%	22%
CCn1cc(S(=O)(=O)CC(=O)Nc2cc(C)on2)c2ccccc21	-2%	6.5%	1%	-8%	6%
CC(=O)NS(=O)(=O)c1ccc2sc(C)nc2c1	9%	i	-13%	-1%	1%
CC(C#N)Sc1ccc(S(=O)(=O)N(C)C2CCCCC2)cn1 (centres undefined)	-10%	1.6%	-11%	·	3%
Cc1csc(NC(=O)C2COc3ccccc3O2)n1 (centres undefined)	-3%	7.5%	4%	-6%	69%
Cc1ccc2nc(NS(C)(=O)=O)sc2c1	2%	1.3%	-6%	4%	-8%
COCCN1C(=O)N[C@@H](CCc2ccccc2)C(C(C)=O)=C1C	-4%	·	·	-3%	2%
CC(C)(C)c1ccc(-c2noc(CCC(=O)NCc3ccco3)n2)cc1	2%	2.6%	0%	3%	52%
CCN(CC)S(=O)(=O)c1cc(C(=O)O)ccc1OC	9%	1.1%	-5%	21%	-12%
COCC(=O)N(C)C[C@H]1N[C@@](C)(C(=O)OC)[C@H]2C(=O)N(Cc3ccccc3)C(=O)[C@@H]12	6%	1.9%	-22%	·	-11%
O=[N+]([O-])c1cc2cccnc2c2ncccc12	?	·	·	-13%	?
N#Cc1cc2c(nc1SCc1ccc(Cl)cc1)CCCC2	-2%	1.1%	-1%	-14%	-2%
O=C(NN1C(=O)C2C3C=CC(C4CC34)C2C1=O)c1ccc(Cl)cc1Cl (centres undefined)	-1%	0.2%	4%	-3%	15%
c1ccc(-c2nnc(C(c3ccccc3)c3ccccc3)o2)cc1	-3%	1.3%	5%	6%	71%
CC(=O)Nc1ccc(SCC(=O)Nc2ccccc2-c2ccccc2)cc1	3%	i	2%	-12%	-7%
O=C(O)CN1C(=O)/C(=C\c2cc(Br)ccc2OCc2ccc([N+](=O)[O-])cc2)SC1=S	-2%	1.2%	24%	-17%	9%
CCc1noc(C)c1C(=O)NCCc1c[nH]c2ccccc12	0%	1.7%	-4%	-4%	-10%
CCOC(=O)N1CCN(C(=O)C2CCCN(S(=O)(=O)c3ccc(OCC)cc3)C2)CC1 (centres undefined)	3%	6.5%	-19%	-2%	-5%
COc1ccc(/C=C(/NC(=O)c2ccccc2)C(=O)N/N=C/c2sccc2C)cc1	7%	2.4%	10%	-9%	5%
COc1ccc(CCNC(=O)/C=C/C(=O)O)cc1OC	0%	0.9%	-5%	-2%	9%
COc1ccc(C2CC(c3ccc(OC)c(OC)c3)=NN2S(C)(=O)=O)cc1 (centres undefined)	1%	i	-14%	-17%	10%
Cc1cccc(-n2c(SCC(=O)Nc3ncc(Cl)cc3Cl)nc3ccccc32)c1	-7%	0.56µM*	6%	-8%	31%
COc1ccc(C(=O)[C@H]2[C@H]3C(=O)N(c4ccccc4)C(=O)[C@H]3C3C=CC=NN32)cc1 (some centres undefined)	-1%	0.8%	·	2%	0%
O=c1c2ccccc2nc(/C=C/c2cccc([N+](=O)[O-])c2)n1CCO	0%	3.1%	-1%	-4%	2%
COc1ccc(NC(=O)CN(C)C(=O)c2csc3c2CCCC3)cc1	-10%	4.4%	5%	6%	4%
Cc1cc2cc(CNC(=S)NCc3ccccc3)ccc2n1C	2%	2.2%	25%	8%	60%
Cc1nnc(SCC(=O)Nc2ccc(N3CCOCC3)cc2)n1Cc1ccccc1	1%	2.0%	-8%	·	-3%
CC(=O)Nc1ccc(NC(=S)NC(=O)C2CCCC2)cc1	-8%	7.5%	-14%	2%	·
CCOc1ccc(OCC)c(NC(=O)CCn2c(=O)oc3ccccc32)c1	0%	i	2%	13%	-8%
CCc1ccc(NC(=O)NCCN2CCCCC2)cc1	-9%	i	-3%	-7%	-2%
COC(=O)CC(NS(=O)(=O)c1cccs1)c1ccc2c(c1)OCO2 (centres undefined)	-6%	i	3%	-4%	-13%
CCNC(=O)Nn1c(C)nnc1C	-1%	1.1%	0%	-19%	10%
O=C(CC1=NC2(CCCC2)Cc2ccccc21)N1CCOCC1	1%	1.6%	-1%	-29%	-3%
CCCCNC(=O)Nc1nnc(-c2ccc(Cl)cc2)o1	?	0.9%	-9%	5%	i
Cc1cc(N2CCOCC2)nc2ccc(NC(=O)CCC(=O)N3CCCC(C)C3)cc12 (centres undefined)	2%	2.3%	-8%	-5%	6%
COc1ccccc1OCCSc1nc2ccccc2n1CCO	0%	i	-4%	-2%	5%
CCc1cccc(CC)c1NC(=O)CN1CCN(c2ccccc2)CC1	3%	i	-2%	-11%	7%
O=C(O)C(C=C(Cl)Cl)N1CCOCC1 (centres undefined)	·	i	-6%	·	·
CCCC(=O)Nc1nnc(S(=O)(=O)N2CCCC2)s1	-10%	i	-3%	-9%	-3%
COc1ccc(-c2nc(=S)[nH][nH]2)cc1	2%	0.9%	2%	-10%	-5%
O=c1cc(CN2CCN(c3ccc(O)cc3)CC2)nc2scc(-c3ccccc3)n12	-12%	0.8%	13%	0%	33%
S=c1[nH]nc(-c2ccccc2)n1/N=C/c1c[nH]c2ccccc12	9%	0.9%	-7%	-3%	-5%
C/C(=N/NC(=O)c1ccn(C)n1)c1ccncc1	-5%	i	·	-24%	10%
O=C(CCN1C(=O)c2ccccc2C1=O)Nc1sc2c(c1C(=O)NCC1CCCO1)CCC2 (centres undefined)	-16%	1.2%	1%	-2%	-3%
